Bioassay records as filed in PubChem.
Lipid storage S3 – qHTS Assay for Lipid Storage Modulators in Drosophila S3 Cells; Drosophila S3 cells, BODIPY lipid droplet fluorescence, 18-24 h; cells fed with added oleic acid; 320,000 compounds, 0.64% hits; lipid storage change, negative = inhibition, % at the top dose, mostly 46.1 µM; hits show Potency in µM; active means well fitted inhibition curve with a large enough effect in the signal ratio, with a control signal flat, not every such curve was filed as active; inconclusive means small, poorly fitted or top-dose-only effect, or effect the other way, or a change in a side signal; the % refers to the signal ratio
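Drosophila S3 cells got compounds at several concentrations plus oleic acid (400 uM solution). Laser-scanning cytometry with 488 nm excitation read lipid droplets at 500-530 nm and cells at 575-640 nm. Percent activity was relative to 20 uM Triacsin C.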
Lipid storage S3 cell count max – recorded beside Lipid storage S3, whose call it bears; cell number change, %; measured here: cell count max response;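 cells counted by Cell Tracker Red CMTPX staining in the red channel; peak over a dose series mostly up to 46.1 µM; percent activity relative to internal control wells on each plate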
The depositor's hits bear a star; i = inactive; ? = inconclusive; . = not tested or not shown. On the % scale 0 is the no-effect control and ±100 the full control effect; potency means the concentration at half of the fitted maximal effect.

Lipid storage S3 | Lipid storage S3 cell count max | smiles
-23% | -3 | O=C(C[n+]1cccc(CNC(=O)c2ccc(OC(F)F)cc2)c1)Nc1ccc(SC(F)F)cc1
? | . | c1cc(-c2noc(CC3CCCCC3)n2)ccn1
i | -1 | CC1=C(C(=O)Nc2ccc([N+](=O)[O-])cc2)C(c2cccc(C(F)(F)F)c2)NC(=S)N1c1ccccc1 (centres undefined)
-33% | -30 | CCCNc1nc2c(c(=O)n(C)c(=O)n2C)n1CCCc1ccccc1
i | . | COc1ccccc1NC(=O)C1=C(C)NC2=C(C(=O)CCC2)C1c1ccc(C)o1 (centres undefined)
? | . | Cc1ccc(C(=O)Nn2cnc3scc(-c4cccs4)c3c2=O)c(O)c1
2% | -17 | Cn1ncc(Br)c1C(=O)NC12CC3CC(CC(C3)C1)C2
? | . | CC(C)NCC(=O)C12CC3CC(CC(C3)C1)C2
? | . | COc1ccc(C(=O)Nc2ccc(S(=O)(=O)Nc3nccc(C)n3)cc2)cc1OC
4% | -15 | Cc1ccc(/C=C2\Oc3c(ccc(O)c3CN3CCN(CCO)CC3)C2=O)cc1
? | . | COCCNC(=O)C(c1ccncc1)N(Cc1ccccc1)C(=O)Cn1nnc2ccccc21 (centres undefined)
i | -2 | CC(C)C(CCNCc1ccccn1)c1ccc(Cl)cc1 (centres undefined)
? | . | CCOc1ccccc1NC(=S)N1CCCCCC1
6% | -16 | CCCS(=O)(=O)N1CCC(C(=O)N2CCC(Cc3ccccc3)CC2)CC1
20% | 6 | COc1ccc(/C=C2\SC(=S)N(CCCCCC(=O)Nc3cc(C)on3)C2=O)cc1OC
? | . | Cc1noc(C)c1S(=O)(=O)N1CCC(C(=O)NC2CCN(Cc3ccccc3)CC2)CC1
? | . | O=C(NCCCN1CCN(c2ccccc2F)CC1)C1CCC(=O)N1C1CCCC1 (centres undefined)
? | . | COc1ccc(NC(=O)CCCn2cc([N+](=O)[O-])cn2)cc1
? | . | O=c1[nH]ncc(N2CCCC2)c1Cl
17% | -15 | CN(CC(O)COCc1ccc2c(c1)OCO2)C1CCCCC1 (centres undefined)
? | . | O=C(c1ccc(Br)o1)N1CCC(Cc2ccccc2)CC1
i | . | CC(c1ccccn1)N(CCN(C)C)C(=S)Nc1cccc(F)c1 (centres undefined)
5% | . | COc1cc2c(cc1OC)CC1(CCCCC1)N=C2
15% | -2 | Oc1ccc(N2CCN(c3nc(-c4cccs4)nc4ccccc34)CC2)cc1
i | -9 | CCN(c1ccc(NC(=O)COC(=O)CCC(=O)c2ccc(F)cc2)cc1)C(C)C

Reformatted bar-delimited: entries from further up
SMILES | Lipid storage S3 | Lipid storage S3 cell count max
CC(C)NCC(=O)C12CC3CC(CC(C3)C1)C2 | ? | .
COc1ccc(C(=O)Nc2ccc(S(=O)(=O)Nc3nccc(C)n3)cc2)cc1OC | ? | .
Cc1ccc(/C=C2\Oc3c(ccc(O)c3CN3CCN(CCO)CC3)C2=O)cc1 | 4% | -15

Next section.
Lipid storage S3 | Lipid storage S3 cell count max | smiles
? | . | CC(C)CCNc1c(-c2cccs2)nc2ccccn12
-17% | -3 | Cc1ccccc1NC(=O)NNC(=O)OC(C)(C)C
-2% | -8 | O=C(Oc1cc2oc(=O)c3c(c2cc1Cl)CCCC3)c1cccs1
i | -14 | CC(C)N(CCCNC(=O)Cn1c(=O)c2cccn2c2ccc(F)cc21)Cc1ccccc1
i | -1 | O=C(CCNS(=O)(=O)c1ccc2[nH]c(=O)oc2c1)Nc1ccccc1
i | -19 | O=C(Nc1cccc(O)c1)c1cc(-c2ccccc2Cl)on1
-19% | -2 | CCOC(=O)N(NC(=O)C(O)(CC(C)C)CC(C)C)c1ccccc1
11% | 16 | Cc1nn(C)c(Sc2ccccc2N)c1[N+](=O)[O-]
1% | 12 | CCN(CC)C(=O)Cn1ccc(NC(C)=O)nc1=O
-8% | 22 | Nc1c(N=Nc2ccccc2F)c(=O)[nH]n1-c1ccccc1
i | 9 | CC(=O)Nc1ccc(S(=O)(=O)N2CCC(C(=O)NC3CC3)CC2)cc1
? | . | CC1CCc2c(sc3ncnc(NCCCOC(C)C)c23)C1 (centres undefined)
-4% | -1 | O=C(C1CC1)N1CCc2sccc2C1c1ccc(Cl)cc1 (centres undefined)
? | . | Cc1cc(Cl)c2oc(C(=O)N3CCCCC3CCN3CCCC3=O)c(C)c2c1 (centres undefined)
-1% | 0 | O=C(O)Cc1csc(Nc2cccc(Cl)c2)n1
6% | -11 | O=C(CN1CCCc2ccccc21)N/N=C/c1ccc(F)cc1F
? | . | CC1CN(C(=O)c2cccc(S(=O)(=O)N3CCOCC3)c2)CC(C)O1 (centres undefined)
? | . | Cc1ccc(S(=O)(=O)N2CCN(c3ncnc4ccccc34)CC2)cc1
-12% | 12 | Cc1ccc(CN2CCN(Cc3c[nH]c4ccccc34)CC2CCO)o1 (centres undefined)
9% | 23 | CCNC(=O)c1sc(=S)n(CC)c1N
10% | 4 | CCCc1cc(C(=O)Nc2nnc(C)s2)cs1
1% | 4 | CCC1=C2CC[C@H]3C(=O)N(CC)C(=O)[C@H]3[C@H]2[C@@]2(Cc3ccccc3)C(=NCc3ccccc3)OC(=O)N2C1=O
? | . | COc1ccc(-n2c(C)cc(C(=O)COC(=O)c3ccc(O)cc3O)c2C)cc1
-5% | 11 | N#C/C(=C\c1cccs1)C(=O)NCc1cccnc1
? | . | COc1ccccc1N1CCN(C(=O)c2cc3cc(Br)ccc3oc2=O)CC1

3 entries drawn at random from those above:
Lipid storage S3 | Lipid storage S3 cell count max | smiles
-8% | 22 | Nc1c(N=Nc2ccccc2F)c(=O)[nH]n1-c1ccccc1
? | . | Cc1cc(Cl)c2oc(C(=O)N3CCCCC3CCN3CCCC3=O)c(C)c2c1 (centres undefined)
10% | 4 | CCCc1cc(C(=O)Nc2nnc(C)s2)cs1

Individual results from the entries so far.
`CCOC(=O)N(NC(=O)C(O)(CC(C)C)CC(C)C)c1ccccc1` in Lipid storage S3 shows -19%
`O=C(CN1CCCc2ccccc21)N/N=C/c1ccc(F)cc1F` in Lipid storage S3 cell count max shows -11

(list continues)
Lipid storage S3 | Lipid storage S3 cell count max | smiles
-1% | -9 | CCOC(=O)C(CC)(CCC(=O)OC)c1csc(Nc2ccccc2O)n1 (centres undefined)
i | . | Cc1ccc(-n2nc3c(c2NC(=O)C(C)C)CS(=O)(=O)C3)cc1
-29% | -13 | COc1ccccc1OCCNC(=O)C(CCSC)NC(=O)c1ccccc1Cl (centres undefined)
22% | 8 | O=C1NCCN(Cc2ccc(Cl)c(F)c2)C1CC(=O)N1CCc2ccccc2C1 (centres undefined)
? | . | CC1=NN(c2cccc(Cl)c2)C(=O)C12CC(C)=C(C)CS2 (centres undefined)
? | . | CCS(=O)(=O)c1ncc(Cl)c(C(=O)Nc2ccc(S(=O)(=O)N(C)c3ccccc3)cc2)n1
-23% | -8 | COc1ccc(OC)c(S(=O)(=O)N2CCC(C(=O)NCCc3ccccc3)CC2)c1
20% | . | Cc1onc(C(=O)Nc2c(C)n(C)n(-c3ccccc3)c2=O)c1[N+](=O)[O-]
-14% | -21 | CCN1CCN(CC(=O)N2N=C(c3cccs3)CC2c2ccc(OC)cc2)C(=O)C1=O (centres undefined)
? | . | Cc1ccc(S(=O)(=O)NC(C(=O)Oc2ccc3ccc(=O)oc3c2)c2ccccc2)cc1 (centres undefined)
? | . | Cc1nc(-c2ccccc2)sc1C(=O)O
? | . | Cc1cc(Cl)c(S(=O)(=O)NCC2CCCO2)cc1OCC(=O)NC1CCCCC1 (centres undefined)

Only part of the results is shown (hit frequency here may not be typical).
